H37Rv inhibition = M. tuberculosis growth inhibition, HTS (AID 449762) | inhibition, % at 25 µM; hits with a dose series show IC50 in µM | M. tuberculosis H37Rv growth inhibition, 7H9 media; higher % means a stronger effect | 330,000 compounds, 0.59% hits; in the data active = a potency from the dose series; inconclusive = inhibition above about 70% without an active follow-up result;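 note: bacterial growth assessed after seven days of incubation; strong numbers were not always called active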
VEEV TC-83 Vero = inhibitors of VEEV TC-83 cytopathic effect, confirmation, Vero cells (AID 588727). Vero cells, VEEV TC-83 cytopathic effect inhibition; higher % means a stronger effect. inhibition, % at 20 µM; hits with a dose series show IC50 in µM. 350,000 compounds, 0.13% hits; in the data active = a potency from the dose series; inconclusive = inhibition mostly from about 14% at the one dose, without a potency; inactive = the rest, 99 in 100 with inhibition below about 12%; note: strong numbers were not always called active
PhoP GFP inhibition = Inhibition of PhoP regulon, Salmonella typhi GFP reporter cells, confirmation, 4 h (AID 1850) | 310,000 compounds, 0.33% hits | inhibition, % at 50 µM, or IC50 in µM where a hit was titrated | Salmonella Typhi PhoP-promoter GFP reporter, fluorescence, 4 h; higher % means a stronger effect; in the data active = a potency from the dose series; inconclusive = inhibition mostly from about 25% at the one dose, without a potency; inactive = the rest, 99 in 100 with inhibition below about 19%;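 note: 0% = induced wells with vehicle and 100% = uninduced wells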
M. tuberculosis = growth inhibition of non-replicating M. tuberculosis (AID 488890) | Mycobacterium tuberculosis non-replicating, growth inhibition; higher % means a stronger effect | inhibition, % at 25 µM; hits with a dose series show IC50 in µM | 320,000 compounds, 0.39% hits; in the data active = a potency from the dose series; inconclusive = inhibition mostly from about 82% at the one dose, without a potency; inactive = the rest, 99 in 100 with inhibition below about 76%;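 note: plate controls were DMSO cells for no effect and high antibiotic wells for full effect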
H1N1 NS1A inhibition = H1N1 influenza NS1A inhibitors, functional cell based assay (AID 504329). 340,000 compounds, 0.3% hits. NS1A functional cell-based assay, percent inhibition; higher % means a stronger effect. inhibition, % at 12.5 µM; hits with a dose series show IC50 in µM; in the data active = a potency from the dose series; inconclusive = inhibition above about 27% without an active follow-up result; note: strong numbers were not always called active
* hit, by the source's call; i = inactive; ? = inconclusive; / = no result given; & = joins results of further samples.

SMILES | H37Rv inhibition | VEEV TC-83 Vero | PhoP GFP inhibition | M. tuberculosis | H1N1 NS1A inhibition
CC1(C)CC(=O)c2sc(NC(=O)C3COc4ccccc4O3)nc2C1 (centres undefined) | 6.4% | 10.8% | 0.8% | -0.6% | -4.5%
Cc1cc(C)cc(NC(=O)C2CCCN(c3nc(C)cc(C)n3)C2)c1 (centres undefined) | 6.0% | i | -7.2% | 21.8% | -1.9%
COc1cccc(CN(C(=O)c2cc3ccccc3oc2=O)C2CC2)c1 | 7.9% | 4.3% | 1.9% | -1.7% | -3.9%
Cc1cc(NC(=O)OC(C)C)ccc1-c1ccc(NC(=O)OC(C)C)cc1C | -5.7% | 0.5% | 9.9% | -8.3% | 1.1%
Cn1c(N)nc2nc[nH]c2c1=S | / | 2.1% | / | / | -17.4%
COc1ccc(Cc2nn3c(Cn4nnc5ccccc54)nnc3s2)cc1 | -4.9% | 5.6% | -8.1% | 38.4% | 10.1%
Cc1cccc(C(=O)N2CCN(CCNC(=O)C(=O)Nc3ccc(F)cc3)CC2)c1 | 14.5% | i | -8.4% | 4.7% | 8.0%
COc1cccc(NC(=O)CCS(=O)(=O)c2cccs2)c1 | 1.1% | 1.3% | 14.3% | -5.6% | -5.4%
Cc1ccc(N2CC(C(=O)N3CCC(C(=O)Nc4ccc(Br)cc4)CC3)CC2=O)cc1 (centres undefined) | 32.6% | 0.5% | 13.3% | 49.0% | 10.1%
CCS(=O)(=O)c1ccc2oc(SCC(=O)NCCc3ccc(F)cc3)nc2c1 | 9.8% | 0.2% | 8.0% | 63.8% | 7.4%
COc1ccccc1N1CCN(CC(C)N(C(=O)C2CCCCC2)c2ccccn2)CC1 (centres undefined) | 9.3% | i | -0.9% | 27.8% | -1.2%
COc1ccc(NC(=O)COC(=O)CCCc2c[nH]c3ccccc23)cc1 | 37.6% | i | -6.0% | 28.5% | -18.1%
Cc1ccccc1N(CC(=O)NCCSC1CCCCC1)S(=O)(=O)c1ccccc1 | -0.5% | i | -4.5% | 10.2% | 4.5%
COc1ccc(C2=C(C)CC(C)(C)NC2=O)cc1OC | 0.8% | 3.3% | 0.1% | 9.8% | 1.6%
Cc1ccccc1OCc1n[nH]c(=S)n1-c1ccccc1 | -6.9% | i | 5.9% | / | -11.2%
Cc1nnc(SCC(=O)c2cc(C)n(-c3c(C)n(C)n(-c4ccccc4)c3=O)c2C)s1 | -6.0% | i | 1.5% | -16.1% | 5.8%
COc1ccc(OC(C)c2nnc(N)s2)cc1 (centres undefined) | 1.2% | 1.5% | 7.6% | 0.2% | -11.1%
N#CC1=C(SCC(=O)c2cc3ccccc3oc2=O)NC(=O)C(C#N)C12CCCC2 (centres undefined) | 10.7% | 2.7% | -14.4%&5.8% | 19.6% | -3.1%
O=C(NC1CCS(=O)(=O)C1)c1c(NC(=O)C2COc3ccccc3O2)sc2c1CCCC2 (centres undefined) | 58.7% | 6.2% | -0.9% | -17.4% | -10.3%
Cc1ccc(-c2ccc(NC(=O)C3C4C=CC(C4)C3C(=O)O)cc2)o1 (centres undefined) | ? | i | 3.8% | ? | -0.1%
C=CCOC(=O)CN1C(=O)c2ccccc2C1=O | 0.5% | i | -10.1% | 1.4% | -23.4%
O=C(NC12CC3CC(CC(C3)C1)C2)N1CCN(C(=O)c2ccco2)CC1 | 7.5% | i | -7.2% | 9.5% | 9.7%
Cc1ccc(NC(=O)c2sc(N)nc2-c2ccc([N+](=O)[O-])cc2)cc1C | -10.4% | 0.6% | 8.1% | -1.3% | -12.6%
CCOC(=O)c1c(-c2ccccc2)csc1/N=C/C1C(=O)CCCC1=O | 3.9% | 0.8% | -9.9% | -6.2% | 4.1%
CCOC(=O)C(O)(c1ccc(NC(=O)NC)cc1)C(F)(F)F (centres undefined) | 0.4% | 1.4% | -0.7% | -8.5% | /
O=C(COC(=O)c1cccc(-n2cnnn2)c1)c1ccccc1 | -16.6% | 1.7% | -3.2% | -1.9% | -11.0%
CN(CC(=O)Nc1ccc(F)cc1)C(=O)C1Cc2ccccc2CN1S(C)(=O)=O (centres undefined) | / | 0.7% | / | / | -4.9%
NC(=O)COc1ccc(-n2cnnn2)cc1 | 4.3% | 0.4% | -7.0% | -10.2% | -10.0%
Cc1ccc(-c2n[nH]c(=S)n2/N=C/c2c(C)[nH]n(-c3ccccc3)c2=O)cc1 | 16.0% | 0.7% | -2.7% | ? | 0.4%
COc1ccc(N2CCN(C(=O)c3cccc(NC(=O)c4ccco4)c3)CC2)cc1 | -9.0% | 6.0% | -3.9% | 5.9% | 3.8%

Given as comma-separated lines: entries from further up
SMILES,H37Rv inhibition,VEEV TC-83 Vero,PhoP GFP inhibition,M. tuberculosis,H1N1 NS1A inhibition
O=C(COC(=O)c1cccc(-n2cnnn2)c1)c1ccccc1,-16.6%,1.7%,-3.2%,-1.9%,-11.0%
CN(CC(=O)Nc1ccc(F)cc1)C(=O)C1Cc2ccccc2CN1S(C)(=O)=O (centres undefined),/,0.7%,/,/,-4.9%

Full records, looked up by structure. Values in the order: H37Rv inhibition, VEEV TC-83 Vero, PhoP GFP inhibition, M. tuberculosis, H1N1 NS1A inhibition
`Cc1ccc(NC(=O)c2sc(N)nc2-c2ccc([N+](=O)[O-])cc2)cc1C` is entered as -10.4%, 0.6%, 8.1%, -1.3%, -12.6%
`CCOC(=O)c1c(-c2ccccc2)csc1/N=C/C1C(=O)CCCC1=O` is entered as 3.9%, 0.8%, -9.9%, -6.2%, 4.1%
`CN(CC(=O)Nc1ccc(F)cc1)C(=O)C1Cc2ccccc2CN1S(C)(=O)=O` (centres undefined) is entered as /, 0.7%, /, /, -4.9%
`CCOC(=O)C(O)(c1ccc(NC(=O)NC)cc1)C(F)(F)F` (centres undefined) is entered as 0.4%, 1.4%, -0.7%, -8.5%, /

Next results:
SMILES | H37Rv inhibition | VEEV TC-83 Vero | PhoP GFP inhibition | M. tuberculosis | H1N1 NS1A inhibition
CC(C)C(=O)Nc1nnc(CCc2nnc(NC(=O)C(C)C)s2)s1 | -3.5% | 0.2% | 5.7% | -5.7% | 10.6%
CCOc1ccc(Nc2ncnc(N)n2)cc1 | 11.7% | 0.5% | 20.7% | 14.8% | -9.4%
CCCN(CCC)C(=O)Cn1c(=O)n(CCCCC(=O)NC2CCCC2)c(=O)c2ccccc21 | -3.8% | 0.9% | -3.5% | -2.2% | -0.5%
COc1ccccc1-n1c(=O)c2c3c(sc2n2c(SC)nnc12)CCC3 | -1.0% | 1.1% | -9.8% | 0.9% | 3.1%
O=S(=O)(/N=C(\c1ccccc1)N1CCOCC1)c1ccc(Cl)cc1 | -4.3% | 0.3% | -0.1% | -3.3% | -2.0%
Cc1csc(NC(=O)Cn2nc(C)c([N+](=O)[O-])c2C)n1 | 0.6% | 0.4% | 16.7% | -8.5% | 2.0%
COc1cccc(-c2cc(C(F)(F)F)nc(-n3cncn3)n2)c1 | -1.0% | 3.0% | 0.7% | -11.6% | 1.9%
CC(Sc1nc(N)cc(=O)[nH]1)C(=O)NNC(=O)c1cccc(Cl)c1 (centres undefined) | -0.5% | 1.6% | / | -25.6% | -1.9%
CCC(C(=O)NCCC1=CCCCC1)c1ccccc1 (centres undefined) | -8.3% | i | 5.8% | 55.8% | -10.2%
COc1ccccc1NC(=O)CN(c1ccccc1OC)S(=O)(=O)c1ccccc1 | -8.2% | 6.2% | 3.1% | -2.7% | -3.3%
C/C(=N\NC(=S)NC(C)C)c1ccccc1 | ? | i | -13.9% | ? | 9.0%
Cc1cccc(NC(=O)C2CCCN(S(=O)(=O)c3cccs3)C2)c1C (centres undefined) | -0.7% | i | -5.6% | 5.8% | 10.0%
CNC(=S)NNC(=O)COc1ccccc1C | 2.9% | 0.3% | -7.5% | -9.2% | -8.0%
CC(C)c1nc2sc3ccccc3c(=O)c2c(=O)n1Cc1ccccc1 | -2.6% | 2.5% | -2.9% | 4.8% | -10.6%
O=C(COc1ccc(Cl)cc1)NCCC1=CCCCC1 | 1.8% | i | 16.4% | 55.8% | 0.5%
Cc1[nH]c2ccccc2c1C(=O)CN1CCC(C(N)=O)(N2CCCCC2)CC1 | -8.4% | 0.7% | 4.7% | 79.9% | -1.6%
CCCc1c(C(=O)N/N=C/c2ccco2)nnn1-c1nonc1N | 0.4% | i | 1.2% | -9.1% | 3.2%
CC1=NN(c2ccccc2)C(=O)C1C(=O)c1ccc(Cl)cc1 (centres undefined) | ? | 1.2% | -5.7% | ? | -3.9%
NC(=O)c1nn(CC(=O)Nc2ccc3c(c2)OCO3)cc1[N+](=O)[O-] | 1.3% | 0.2% | -5.3% | -6.9% | -2.7%
O=c1ccn(CCCBr)c(=O)[nH]1 | 3.6% | 2.7% | 5.5% | -7.1% | 0.5%
CCc1nnc(NC(=O)C2Cc3ccccc3CN2S(=O)(=O)c2cccs2)s1 (centres undefined) | 69.3% | 2.2% | 4.5% | 28.0% | -9.0%
COc1cccc(C2NC(=O)NC(O)(C(F)(F)F)C2C(=O)c2cccnc2)c1OC (centres undefined) | -6.3% | 1.7% | 5.7% | -2.3% | 3.1%
COC(=O)CN(c1ccccc1C)S(C)(=O)=O | -13.7% | i | 8.8% | 4.4% | 0.2%
O=c1cc(-c2ccco2)oc2ccc(Cl)cc12 | / | i | / | / | 16.3%
C=CCNC(=O)c1ccc2nc(-c3ccccc3)c(-c3ccccc3)nc2c1 | 21.7% | 7.7% | -14.6% | 37.2% | -1.7%
N#Cc1cc(C(=O)Cc2ccccc2)c[nH]1 | 12.9% | 0.4% | 5.0% | -9.0% | -3.7%
COc1cc2c(cc1OC)CN(c1ncccc1[N+](=O)[O-])CC2 | 5.7% | 1.3% | 3.2% | -2.3% | 4.8%
O=C(COC(=O)[C@@H]1CC(O)CN1S(=O)(=O)c1ccccc1[N+](=O)[O-])Nc1ccc2ccccc2c1 (some centres undefined) | 25.2% | 0.3% | -1.2% | -19.4% | -7.0%
Cc1cc(C(=O)NCCc2ccc(S(N)(=O)=O)cc2)c(C)o1 | -0.6% | 0.1% | 9.8% | 0.5% | -7.9%
O=C(NCC1OCCCN1S(=O)(=O)c1ccc(F)cc1)C(=O)NC1CCCC1 (centres undefined) | -9.5% | 1.4% | -5.2% | -0.6% | -7.1%
COc1cc2c(cc1OC)C(C)N(C(=O)c1cc3c(C)cc(C)cc3[nH]1)CC2 (centres undefined) | 48.9% | 5.7% | -1.6% | -6.2% | -0.7%
O=C(N/C(=C\c1ccco1)C(=O)N1CCCC1)c1cccs1 | 0.3% | 0.5% | -0.4% | -13.9% | 18.2%
C[C@@H]1CN([C@@H](C)CO)C(=O)c2cccc(NC(=O)c3nc4ccccc4s3)c2O[C@@H]1CN(C)CC1CC1 | 6.9% | 0.6% | / | 53.4% | -3.1%
CCOc1ccc(C(=O)NCCNC(=O)c2ccc(OCC)cc2)cc1 | 6.2% | 0.4% | -2.3% | 9.8% | -8.2%
Cn1c(=O)cc(OCCCC(=O)NCc2ccc3c(c2)OCO3)c2ccccc21 | -3.8% | 1.1% | -1.2% | -12.4% | -14.2%
NC(=O)COC(=O)c1ccc(Cl)c(S(=O)(=O)N2CCCCCC2)c1 | -8.0% | i | -4.8% | -10.2% | 8.9%
O=C(NCc1nc2ccccc2[nH]1)C1=C[C@H](C2CCCCC2)C[C@H](OCc2ccc(CO)cc2)O1 | -4.5% | 21.1% | 7.1% | 31.7% | -16.0%
Cc1noc(C)c1C(=O)Nc1ccc(F)cc1F | 1.9% | 0.8% | 21.9% | -33.5% | 4.9%
CCCS(=O)(=O)c1c(S(=O)(=O)CCC)c2ccc(C(N)=O)cn2c1C(=O)c1ccc(F)cc1 | -1.1% | 1.6% | 3.0% | 12.5% | -0.1%
C=CCn1c(SCC(=O)NC(=O)NC2CCCC2)nnc1C1CCCCC1 | -0.9% | 1.4% | -0.2% | 30.0% | -126.3%
CN1CCC(=NNC(=O)C(=O)NCc2ccccc2)CC1 | -8.0% | 0.9% | -2.3% | -9.6% | -9.9%
OC[C@H]1OC(O)[C@@H](O)[C@@H](O)[C@@H]1O (some centres undefined) | -1.9% | 1.3% | -10.3% | -2.1% | 3.3%
FC(F)(F)c1ccc(Oc2ccc3ccccc3c2Br)nc1 | 2.9% | 3.2% | 3.8% | 43.3% | 5.2%
O=C(COC(=O)CNC(=O)c1ccccc1F)Nc1ccc2c(c1)OCO2 | 5.5% | 2.0% | / | 0.6% | -17.4%
CCCCOc1ccc(C(=O)NCC(=O)N2CCN(C(=O)c3ccco3)CC2)cc1 | 9.2% | i | 0.1% | 1.8% | 6.1%
